Compound activity as filed in PubChem.
HIV Rev-RRE inh = disrupts HIV-1 Rev binding to RRE RNA | Rev peptide-RRE RNA binding, FRET | inhibition, % at 8 µM | 97,000 compounds, 0.79% hits;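 active = inhibition above the screen-wide mean plus 3 SD, cut at about 35% in these data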;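 note: 0% = median DMSO wells and 100% = median Neomycin B control wells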
Target sequence (P05866 whole entry, looked up): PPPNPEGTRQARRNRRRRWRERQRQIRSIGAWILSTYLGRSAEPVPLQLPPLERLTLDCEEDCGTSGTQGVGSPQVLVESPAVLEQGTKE
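Test system: labelled RRE RNA duplex and labelled Rev peptide. Times: 5 min compound–RNA preincubation, then 15 min with peptide, 25 °C. Doses: single-dose 8 µM. Measured by: FRET, excitation 480 nm, emission 540 nm donor and 671 nm acceptor. Measure: % inhibition of FRET ratio versus controls.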
FAK inh = inhibitors of human focal adhesion kinase | biochemical FAK kinase activity assay | inhibition, %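 (tested at 7 µM)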 | Q05397 | 97,000 compounds, 0.84% hits | AID 727; in the data active = inhibition above about 19%;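 note: 0% = DMSO and 100% = reference compound high control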
PTK2B oligo ant = Pyk2 (human) oligomerization antagonism; Q14289; Q293 cells, Pyk2 FERM NanoBiT luminescence; hits give low values; z-score (the deposit names both 25 µM and 10 µM); 99,000 compounds, 0.83% hits;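 active = Z-score of -3 or lower, scaled per plate to the spread of control and sample wells; inactive = z-score above -3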;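 note: negative z-score means lost luminescence so less FERM oligomerization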
Target sequence (Q14289 whole entry, looked up): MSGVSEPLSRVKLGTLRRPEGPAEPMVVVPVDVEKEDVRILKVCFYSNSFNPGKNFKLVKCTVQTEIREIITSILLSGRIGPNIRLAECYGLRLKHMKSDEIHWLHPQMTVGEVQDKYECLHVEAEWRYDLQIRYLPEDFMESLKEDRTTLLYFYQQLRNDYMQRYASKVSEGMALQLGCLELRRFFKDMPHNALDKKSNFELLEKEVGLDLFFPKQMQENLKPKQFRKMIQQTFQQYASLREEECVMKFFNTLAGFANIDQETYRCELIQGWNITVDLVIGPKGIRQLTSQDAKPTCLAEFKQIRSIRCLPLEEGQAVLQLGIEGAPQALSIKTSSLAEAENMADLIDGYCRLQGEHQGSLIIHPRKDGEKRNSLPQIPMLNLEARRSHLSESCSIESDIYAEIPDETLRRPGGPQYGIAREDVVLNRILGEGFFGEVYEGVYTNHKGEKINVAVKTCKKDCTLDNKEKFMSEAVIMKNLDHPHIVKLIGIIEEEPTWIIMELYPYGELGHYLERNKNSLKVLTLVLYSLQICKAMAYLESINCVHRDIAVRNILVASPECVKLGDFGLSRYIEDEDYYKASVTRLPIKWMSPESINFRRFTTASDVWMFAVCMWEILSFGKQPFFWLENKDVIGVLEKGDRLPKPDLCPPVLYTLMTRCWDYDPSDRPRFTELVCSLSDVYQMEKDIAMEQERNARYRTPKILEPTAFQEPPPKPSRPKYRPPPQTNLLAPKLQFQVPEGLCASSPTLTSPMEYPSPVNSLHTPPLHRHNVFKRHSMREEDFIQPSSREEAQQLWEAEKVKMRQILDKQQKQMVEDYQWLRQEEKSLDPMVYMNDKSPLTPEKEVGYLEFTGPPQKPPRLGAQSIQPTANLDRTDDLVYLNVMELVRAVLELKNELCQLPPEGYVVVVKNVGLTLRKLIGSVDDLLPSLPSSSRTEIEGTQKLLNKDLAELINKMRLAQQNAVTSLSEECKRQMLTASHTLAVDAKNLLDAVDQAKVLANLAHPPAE
cytoskel mod = cytoskeleton assembly modification; 91,000 compounds, 0.18% hits; HUVEC TNFa F-actin phalloidin imaging, high content; inhibition, % at 2 µM;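 active = inhibition above the batch mean plus 3 SD and confirmed as a hit by visual image inspection, cut at about 30% in these data, passing the limit was not always enough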; note: strong numbers were not always called active
Plk1 PBD FP = Plk1 (human) PBD binding inhibition. 97,000 compounds, 0.13% hits. inhibition, %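 (tested at about 20 µM)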. P53350. Plk1 PBD phosphopeptide binding, fluorescence polarization; in the data active = inhibition above about 34%, passing the limit was not always enough
EphB4 antag = antagonists of human EphB4-ephrin-B2 interaction | P54760 | EphB4 LBD / TNYL-RAW-Alexa532 peptide, fluorescence polarization | inhibition, % at 7 µM | 97,000 compounds, 0.15% hits | AID 720;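 active = inhibition above the screen-wide mean inhibition plus 3 SD, cut at about 15% in these data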;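 note: 0% = DMSO wells and 100% = excess unlabeled TNYL-RAW peptide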
LYP act = LYP (human) phosphatase activation | activation, % at 2 µM | recombinant LYP, DiFMUP fluorescence; 0 = plate median, 100 = signal doubled | 96,000 compounds, 0.11% hits | AID 697 | Q9Y2R2;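 active = activation at 2 µM above a set limit, the mean plus 5 SD, cut at about 37% in these data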
LYP inh 2 = LYP (human) phosphatase inhibition | inhibition, % at 2 µM | AID 640 | Q9Y2R2 | recombinant LYP catalytic domain, DiFMUP fluorescence | 96,000 compounds, 0.21% hits;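 active = inhibition at 2 µM at or above a set limit, the screen mean plus 3 SD, cut at about 24% in these data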;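 note: 0% = DMSO with enzyme and 100% = enzyme fully blocked by orthovanadate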
PLK1 kinase inh = PLK1 (human) kinase inhibition; 97,000 compounds, 0.53% hits; AID 619; inhibition, % at 10 µM; recombinant PLK1 kinase, TR-FRET peptide phosphorylation; P53350;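 active = inhibition of 50% or more in the single-concentration screen; inactive = inhibition below 50%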;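 note: 0% = DMSO max control and 100% = H-89 dihydrochloride min control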
Active calls of the source: *; / = no result given. Hits appear at their usual frequency. About 3.5% of those tested had a hit in this group.

SMILES	HIV Rev-RRE inh	FAK inh	PTK2B oligo ant	cytoskel mod	Plk1 PBD FP	EphB4 antag	LYP act	LYP inh 2	PLK1 kinase inh
CCCc1cc(=O)oc2cc3oc(C)c(C)c3cc12	4	2	0.41	2	-4	2	4	-7	-5
CCOC(=O)C1=C(C)NC2=C(C(=O)CC(C)(C)C2)C1c1coc2ccccc2c1=O (stereo not given)	-2	2	-0.19	10	5	0	-7	8	-16
CC(C)Oc1cccc(C(=O)NC(=S)Nc2cccc(C(F)(F)F)c2)c1	4	-6	0.81	1	-13	3	-6	9	1
COc1ccccc1OCc1nnc(SCC(=O)N2CCCCC2)n1-c1ccccc1	2	-6	0.2	15	15	5	-6	6	-5
CCOC(=O)CSc1nc2ccccc2c(=O)n1CCCCCC(=O)NCc1ccco1	-2	16	-0.48	-37	-7	-1	2	-5	-20
CC1(C)CC(=O)C2=C(C1)N(C1CCCCC1)C(=O)C2(O)C(F)(F)F (stereo not given)	3	0	0.39	2	4	0	1	-3	-5
COc1ccc(NC(=O)CCN2C(=O)c3ccccc3S2(=O)=O)cc1	-1	-2	-0.23	26	-23	2	6	-6	-4
CCOc1cccc2cc(C(=O)Nc3cc(C)on3)c(=O)oc12	-3	-1	1.1	3	6	-6	3	-7	-29
CC(=O)c1cccc(S(=O)(=O)N2CCCC(c3nc(-c4ccc(C)o4)no3)C2)c1 (stereo not given)	6	-10	0.67	22	-26	-2	-9	7	-5
Cc1ccc(-c2nn(CC(N)=O)c(=O)c3ccccc23)cc1S(=O)(=O)N(C)C	2	-1	0.03	/	-10	10	7	-6	-13
CC12CC3(C)CC(C)(C1)CC(C(=O)Nc1nn[nH]n1)(C2)C3	3	-1	-0.46	-3	10	1	-6	6	-8
CCN(CC)c1ccc2c(Cl)c(Br)c(=O)oc2c1	26	-13	-1.5	28	-118	-10	4	-3	-3
CC(C)c1ccc(C(=O)N(c2ccccn2)C(C)c2ccco2)cc1 (stereo not given)	2	5	-0.3	3	-16	-3	6	-2	-9
O=C(CN1C(=O)c2ccccc2C1=O)Nc1ccc(-c2nc3ccccc3o2)cc1	11	4	-0.63	4	-15	-2	13	-13	-13
O=C(CSc1ccc2nnc(-c3ccccn3)n2n1)N1CCN(c2ccccc2)CC1	3	1	/	5	24	0	-7	7	4
COC(=O)c1cccc(S(=O)(=O)N2CCC(c3nc4ccccc4o3)CC2)c1	-1	-1	0.03	/	-25	0	-3	2	-9
COc1ccc(OCC(=O)N/N=C2\CCc3ccccc32)cc1	1	-1	0.07	12	-15	-5	10	-7	-13
CCSc1nnc(NC(=O)c2cccnc2)s1	5	-2	-1.1	0	2	-4	0	0	-12
CCCCNC(=O)c1sc(=S)n2c1[nH]c(=O)c1ccccc12	5	-3	1.1	-15	-13	4	-10	12	-11
O=C(CN1CCN(c2ccc(Cl)cc2)CC1)Nc1ccc(F)cc1	10	-1	2.3	-7	2	-9	-2	0	-4
Cc1ccc(-c2noc(CN(C(=O)Cc3ccccc3)C(C)C)n2)cc1	5	-1	-1	-4	7	5	-11	10	-6
CCCCCCn1c(CN2CCN(C(=O)OCC)CC2)nc2c1c(=O)n(C)c(=O)n2C	5	-3	1.7	-6	-15	2	-7	8	-6
COC(CNC(=O)c1cc(C(=O)c2c(-c3c(Cl)cccc3Cl)noc2C)c[nH]1)OC	-2	4	-0.91	-28	0	1	3	1	-7
CCCCOc1ccc(C(=O)NCC2(c3ccccc3)CCOCC2)cc1	4	0	-0.14	-14	10	-2	9	-4	-12
COc1ccc(NS(=O)(=O)c2ccc(C)c(C(=O)O)c2)cc1	0	-5	-0.26	-6	-29	5	8	-12	6
O=C1C2C3c4ccccc4C(c4ccccc43)C2C(=O)N1c1cccc2cccnc12 (stereo not given)	6	-5	1.9	-6	-13	-5	-3	5	-14
COC(=O)c1[nH]c2cc(C)ccc2c1NC(=O)CN1CCN(C(=O)c2ccco2)CC1	3	-1	1	-7	13	-6	2	-3	-5
CCC1=NN(C(=O)C(=O)NCCc2ccccc2)C(O)(C(F)(F)F)C1 (stereo not given)	-1	-5	0.81	10	-12	-2	-6	4	-11
CCOC(=O)c1cnc(SCC(=O)c2ccc(C)cc2)nc1N	-1	0	1.1	-6	17	0	-7	8	-7
CCC1=NN(C(=O)CCc2ccccc2)C(O)(C(F)(F)F)C1 (stereo not given)	5	3	0.04	0	2	7	-4	9	-1
Cc1oc2ccc(O)cc2c1C(=O)c1ccc(Cl)cc1	17	0	-0.61	/	24	6	2	-1	-7
CC(CNCC1CCCO1)COc1cccc2ccccc12 (stereo not given)	-6	4	-0.18	-36	-4	9	-2	0	-10
Cc1cc(C)c2c(n1)sc1c(N3CCOCC3)ncnc12	6	-2	/	-33	12	-6	-5	1	-11
CC1(C)CC(=O)c2c(oc3cc(O)c(O)cc23)C1	8	0	0.78	6	7	-5	3	0	15
O=C(Nc1ccc(Br)cn1)C1CCCN1S(=O)(=O)c1ccccc1 (stereo not given)	-3	-2	0.59	-8	-26	-1	-11	13	-9
O=C(OCCOc1ccccc1Cl)c1ccc(-n2cnnn2)cc1	10	2	0.56	2	2	1	-10	9	-11
CS(=O)(=O)Nc1ccc(N2CCCCC2)c(Cl)c1	5	9	0.12	/	7	10	4	0	-9
Nn1c(Cc2cccc3ccccc23)nnc1SCC(=O)NC1CCS(=O)(=O)C1 (stereo not given)	15	3	-0.03	5	-11	0	15	-17	-8
O=C(O)c1cccc(-n2cccc2/C=N/O)c1	-5	1	2.1	-5	20	1	-9	8	-12
O=C(NCC(c1cccnc1)N1CCN(c2ccccc2)CC1)C1CCCCC1 (stereo not given)	-3	1	1.9	9	-1	3	-13	8	-14
Cn1c(Sc2ccccc2Cl)c(C=O)c2ccccc21	2	-2	0.92	9	-1	-6	2	2	-11
COc1ccc(Cn2c(CCC(=O)N3CCN(c4ccccn4)CC3)nc3ncccc3c2=O)cc1	8	0	0.06	-14	24	9	6	-6	-4
CSc1ccc(C(=S)N2CCN(C)CC2)cc1	7	-3	-0.12	-2	-2	6	3	-5	2
CCn1cc(/C=N\NC(=O)c2csc3ccccc23)c(C)n1	-2	3	0.29	-3	-7	-1	6	-6	-8
Nc1ccnn1Cc1cccnc1	11	3	-0.23	-3	8	7	4	-5	-27
COc1ccc(S(=O)(=O)Cc2ccc(C(=O)NCc3ccccn3)o2)cc1	9	-1	/	/	3	1	/	/	68*
COc1nn(CC(=O)N2N=C(C)CC2(O)C(F)(F)F)cc1[N+](=O)[O-] (stereo not given)	1	0	0.21	2	-3	0	-3	4	-2
O=C(Nc1ccccc1)N1CCCC(c2nc(-c3ccc(F)cc3)no2)C1 (stereo not given)	8	-4	2.5	-8	21	-4	-4	6	-10
CN(C1CCCCC1)S(=O)(=O)c1ccc(-n2cnnn2)cc1	2	-1	2.5	-6	1	2	2	-4	-4
Cc1ccc(NC(=S)N2CCN(C3CCCCC3)CC2)cc1	2	1	-0.1	-6	31	-1	9	-7	-10
C(#CCN1CCOCC1)COCCOC(c1ccccc1)c1ccccc1	9	0	0.24	11	0	6	-6	5	-14
CCCCN(CCCC)S(=O)(=O)c1ccc(C(=O)Nc2nnc(CSC)o2)cc1	15	2	-1.8	/	-4	0	-9	8	-14
CCC(C)NC(=O)c1ccccc1NS(=O)(=O)c1ccc(OC)c(OC)c1 (stereo not given)	2	0	-0.16	25	-14	6	2	-3	-11
O=c1c2cnn(-c3ccccc3)c2ncn1Cc1ccccc1	9	2	-0.68	7	-9	3	8	-8	-10
Brc1ccc(-c2nc3ccccc3s2)s1	5	-7	-1.1	9	-18	-8	2	-2	-15
Cc1nc2c(-c3ccc(F)cc3)c(C)nn2c(N2CCOCC2)c1C	6	0	-1.6	5	15	4	-9	9	-13
CC1CC(=O)c2cnc(NCC3CCCO3)nc2C1 (stereo not given)	10	4	-0.43	6	-8	8	4	-4	-8
CCOC(=O)N1CCN(c2c(N3CCN(c4ccc(OC)cc4)CC3)c(=O)c2=O)CC1	-2	4	/	13	-5	1	10	-12	2
CCOC(=O)c1nc2sc3c(c2c(=O)[nH]1)CCCC3	8	4	0.08	18	-23	8	-2	8	-9
CCCC1S/C(=N/N=C/c2ccc(C)cc2)N(Cc2ccc(OC)cc2)C1=O (stereo not given)	14	2	-0.47	40	9	3	-2	2	-12

(further entries)
SMILES	HIV Rev-RRE inh	FAK inh	PTK2B oligo ant	cytoskel mod	Plk1 PBD FP	EphB4 antag	LYP act	LYP inh 2	PLK1 kinase inh
CCn1c(SCC(=O)Nc2cccc(F)c2)nnc1-c1cc2cc(Br)ccc2o1	3	-14	-0.01	-9	1	-2	5	-6	-34
CCOc1ccc(C2NC(=O)c3ccccc3O2)cc1 (stereo not given)	4	0	-0.28	9	-10	-8	-6	6	-6
C=CCn1c(CCNC(=O)c2ccc(Cl)c(Cl)c2)nnc1SCCOc1ccc(OC)cc1	0	-4	-0.23	-4	8	-3	-2	6	-3
CCSc1nc(O)cc(=O)n1-c1ccc(OC)cc1	8	-2	-1.1	11	-21	1	-5	3	-9
CCN1CCN(/C=N/c2nc3c(s2)CCCC3)CC1	8	-4	0.8	-15	2	11	8	-10	-6
COc1ccc(C)cc1S(=O)(=O)N(CC(=O)Nc1ccc2c(c1)OCCO2)Cc1ccccc1	-2	-2	-1.6	-4	-40	1	2	-2	5
COc1ccc(C(=O)OCC(=O)c2ccc(C3CCCCC3)cc2)cc1	18	3	-0.68	42	0	-6	-4	8	-4
CCC1CCCCN1S(=O)(=O)c1ccc(C(=O)Nc2nnc(-c3cccs3)o2)cc1 (stereo not given)	13	-4	-2.9	0	6	5	-21	19	-11
CCOC(=O)c1ccc(NC(=O)CC2Sc3ncnn3C2=O)cc1 (stereo not given)	5	0	0.27	-13	-16	-9	0	-2	-11
CC(C)OC(=O)c1cn(-c2ccccc2)nc1-c1ccco1	2	1	0.13	1	-14	2	0	-1	-11
Cc1cc(C)n(Cc2ccc(NC(=O)c3c([N+](=O)[O-])c(C)nn3C)cc2)n1	4	0	1.3	5	-13	7	-5	7	-7
COc1ccc(Cn2c(=O)sc3ccccc32)cc1OC	3	3	0.38	3	13	-5	-5	2	1
COC(=O)Nc1ccc(OCc2ccccc2)cc1	-3	0	-0.5	0	8	-5	1	-1	-4
Cc1ccc(C)c2nc3sc(C(=O)N4CCCc5ccccc54)c(N)c3cc12	62*	6	-0.4	16	-45	3	1	3	-18
COc1ccc(CCC(C)Nc2ccc(F)cc2)cc1 (stereo not given)	6	0	0.39	/	12	3	-6	6	-10
COc1ccccc1OCC(=O)N/N=C1/SCC(=O)N1Cc1ccccc1	6	-1	0.32	10	-4	-2	1	4	-17
C=CCc1cccc2cc(C(=O)N(C)C)c(=O)oc12	5	4	1	-2	-1	1	-7	7	3

Ordered by value in FAK inh (rising): 6 of the compounds above.
SMILES	HIV Rev-RRE inh	FAK inh	PTK2B oligo ant	cytoskel mod	Plk1 PBD FP	EphB4 antag	LYP act	LYP inh 2	PLK1 kinase inh
Brc1ccc(-c2nc3ccccc3s2)s1	5	-7	-1.1	9	-18	-8	2	-2	-15
CCCCCCn1c(CN2CCN(C(=O)OCC)CC2)nc2c1c(=O)n(C)c(=O)n2C	5	-3	1.7	-6	-15	2	-7	8	-6
CCOC(=O)c1cnc(SCC(=O)c2ccc(C)cc2)nc1N	-1	0	1.1	-6	17	0	-7	8	-7
O=C(NCC(c1cccnc1)N1CCN(c2ccccc2)CC1)C1CCCCC1 (stereo not given)	-3	1	1.9	9	-1	3	-13	8	-14
CCOC(=O)C1=C(C)NC2=C(C(=O)CC(C)(C)C2)C1c1coc2ccccc2c1=O (stereo not given)	-2	2	-0.19	10	5	0	-7	8	-16
COc1ccc(C(=O)OCC(=O)c2ccc(C3CCCCC3)cc2)cc1	18	3	-0.68	42	0	-6	-4	8	-4
